# Bioassay records (PubChem)
# OTUD3 inh = human OTUD3 deubiquitinase inhibition; purified OTUD3, Ub-rhodamine fluorescence, 2 h; inhibition, % at 25 µM; 47,000 compounds, 0.7% hits; AID 1645858
# UCHL1 inh = blocks human UCHL1 ubiquitin-rhodamine cleavage; P09936; 47,000 compounds, 0.2% hits; inhibition, % at 20 µM; purified UCHL1, Ub-rhodamine cleavage fluorescence
# USP30 inh = inhibitors of human USP30 deubiquitinase. Q70CQ3. purified USP30, Ub-rhodamine cleavage fluorescence. inhibition, % at 25 µM. 47,000 compounds, 5.3% hits
# USP10 block = inhibitors of human USP10 deubiquitinase | 47,000 compounds, 1.1% hits | Q14694 | purified USP10, Ub-rhodamine fluorescence, 60 min | inhibition, % at 20 µM
# Target sequence (Q14694 whole entry, looked up): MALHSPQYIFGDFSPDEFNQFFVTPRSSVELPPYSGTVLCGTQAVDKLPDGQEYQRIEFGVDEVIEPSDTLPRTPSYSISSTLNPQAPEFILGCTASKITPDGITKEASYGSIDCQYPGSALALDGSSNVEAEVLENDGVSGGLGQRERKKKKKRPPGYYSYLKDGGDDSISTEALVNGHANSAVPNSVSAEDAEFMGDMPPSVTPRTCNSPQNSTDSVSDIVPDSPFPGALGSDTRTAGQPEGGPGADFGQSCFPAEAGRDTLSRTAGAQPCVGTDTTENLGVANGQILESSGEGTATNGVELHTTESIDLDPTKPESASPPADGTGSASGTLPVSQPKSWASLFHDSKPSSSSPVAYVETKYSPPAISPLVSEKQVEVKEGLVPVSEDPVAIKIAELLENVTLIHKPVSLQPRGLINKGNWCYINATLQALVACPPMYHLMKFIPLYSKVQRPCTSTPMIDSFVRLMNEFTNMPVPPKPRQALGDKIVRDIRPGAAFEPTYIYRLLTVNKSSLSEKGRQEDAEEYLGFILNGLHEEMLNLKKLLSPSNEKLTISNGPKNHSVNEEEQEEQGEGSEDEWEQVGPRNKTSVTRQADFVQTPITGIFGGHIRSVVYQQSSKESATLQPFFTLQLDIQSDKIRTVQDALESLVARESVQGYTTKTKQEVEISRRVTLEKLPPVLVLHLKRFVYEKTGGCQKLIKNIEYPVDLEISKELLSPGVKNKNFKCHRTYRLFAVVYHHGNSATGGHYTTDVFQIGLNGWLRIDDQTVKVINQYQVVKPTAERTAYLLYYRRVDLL
# USP8 inh = blocks human USP8 ubiquitin-rhodamine cleavage; 47,000 compounds, 4.2% hits; purified USP8, Ub-rhodamine cleavage fluorescence, 30 min; inhibition, % at 20 µM
# USP17 inh = inhibitors of human USP17 deubiquitinase | A8MUK1 | purified USP17, Ub-rhodamine cleavage fluorescence, 3 h | inhibition, % at 50 µM | 47,000 compounds, 6.5% hits | AID 1645855
# USP28 inh = inhibitors of human USP28 deubiquitinase. Q96RU2. purified USP28, Ub-rhodamine cleavage fluorescence, 30 min. inhibition, % at 25 µM. 47,000 compounds, 3% hits
# USP7 inh = inhibitors of human USP7 deubiquitinase. Q93009. purified USP7, Ub-rhodamine cleavage fluorescence. 47,000 compounds, 0.3% hits. inhibition, % at 20 µM. AID 1645854
# * = called active by the depositor; i = inactive; x = no result given. Cut-off read from the data, not from the text of the source: active = inhibition above about 30%; inactive = the rest.
SMILES,OTUD3 inh,UCHL1 inh,USP30 inh,USP10 block,USP8 inh,USP17 inh,USP28 inh,USP7 inh
Cc1nc2ccccn2c1CN1CCNCC1,2,1,-2,6,2,6,-3,4
CCOC(=O)[C@@H]1[C@@H](c2ccccc2)CN2CCN(C(=O)c3cnccn3)C[C@H]12,-181,-129,i,-8,-263,-146,-255,-147
O=C(Nc1nc2ccc([N+](=O)[O-])cc2s1)c1cccn(Cc2ccc(F)cc2)c1=O,-7,-4,-5,0,1,5,-6,-2
CO[C@H](c1ccccc1)[C@@H]1NC(=O)[C@H](C)NC(=O)[C@H](C[C@@H](C)CO)N(C)C(=O)[C@H]([C@H](O)c2cn(C(C)(C)[C@@H]3CO3)c3ccccc23)NC(=O)[C@H]([C@H](C)C=C(C)C)NC(=O)[C@H](CC(C)C)N(C)C(=O)[C@H](C(C)C)NC1=O,19,7,19,3,17,33*,-2,12
N#CC1=C(N)Oc2c(c(=O)oc3ccccc23)C1c1ccc([N+](=O)[O-])o1 (stereo not given),-74,-8,i,-5,-312,-163,-212,-11
C/C=C/[C@H]1O[C@@](O)([C@@H](C)[C@H](O)[C@H](C)[C@H]2OC(=O)/C(OC)=C/C(C)=C[C@@H](C)[C@@H](O)[C@@H](CC)[C@@H](O)[C@H](C)C/C(C)=C/C=C/[C@@H]2OC)C[C@@H](O[C@H]2C[C@@H](O)[C@H](O)[C@@H](C)O2)[C@@H]1C,-14,1,-39,-3,-19,-9,-16,4
COc1cc(C)c(Oc2cc(C)cc(O)c2)c(O)c1,-15,0,-11,3,1,-17,23,-13
O=C1C2CCN(CC2)C1Cc1ccc(Cl)cc1 (stereo not given),-3,-1,0,0,-10,-14,0,-1
O=C(c1cn2ccnc(-c3ccccc3)c2n1)N1CCC2(CC1)OCCO2,4,3,7,-1,-4,0,9,3
Cc1cc(OCC(=O)N2CCC3(O)CCCCC3C2)c2c3c(c(=O)oc2c1)CCCC3 (stereo not given),-6,0,-7,2,-1,-6,-9,-12
COc1cc(O)c2c(O)c3c(c4c2c1C1(C4)C(C)=CCCC1(C)C)C(O)C1(O)CC(=O)C(C(N)=O)=C(O)C1(O)C3=O (stereo not given),-143,-124,i,-10,-313,-200,-196,-131
Cn1nc(-c2ccc(F)cc2)cc1[C@H]1CN2CC[C@H]1C[C@@H]2CNCc1ccccn1,7,-2,-17,-4,-186,x,1,-8
COc1ccc(C(=O)Cc2c(CCN(C)C)cc3c(c2OC)OCO3)c(C(=O)O)c1OC,13,5,29,5,4,5,4,-133
O=C1CSC(c2ccc3c(c2)OCO3)c2cnn(C3CCCCC3)c2N1 (stereo not given),-9,0,-6,4,-50,-31,-9,-6
CCOC(=O)[C@]1(C#N)[C@@H]2C=CC(C(C)=O)=CN2[C@@H](C(N)=O)[C@@H]1c1ccc(F)cc1,-196,-57,i,-5,-187,-172,-250,-57
COc1ccc2c(c1)nc(C(F)(F)F)n2C1CCN(Cc2ccc(O)cc2)CC1,-19,-2,-69,4,-2,-20,-14,0
C/C=C(\C)[C@H]1C=C[C@H]2C[C@@H](C)C[C@@H](C)[C@@H]2[C@H]1/C(O)=C1\C(=O)NC(CC(C)(O)C(=O)O)C1=O (stereo not given in full),2,-1,-9,-1,-13,-22,4,-2
Cc1cccc(C)c1-n1nnnc1C1(N)CCC(C)CC1 (stereo not given),12,2,33*,0,17,21,13,3
O=C1CSC(c2ccc(Cl)cc2)c2c(-c3ccccc3)nn(-c3ccccc3)c2N1 (stereo not given),4,9,32*,3,7,5,43*,-1
CC(C)N1CC[C@@H]2[C@@H](CO[C@H]2CNC(=O)c2ccno2)C1,7,0,2,0,-115,-8,10,5
CO[C@H]1CC[C@H](O)c2c1oc1c3c4c(c(O)c1c2=O)-c1c(cc2cc(C)n(N)c(=O)c2c1O)C[C@@H]4OCO3,6,11,-29,-4,2,28,8,4
O=C(NCC(F)(F)F)C1=NOC2(CCCNC2)C1 (stereo not given),9,1,11,-1,-223,-17,4,4
CCOc1ccccc1CN(CCc1ccc2c(c1)OCO2)Cc1ccc(F)c(F)c1,5,1,0,5,7,12,2,6
O=C(Nc1ccccc1)N1CCC2(CC1)C(=O)Nc1c(Oc3ccccc3)cccc12,0,7,2,8,5,-27,24,-4
Cc1c(Cl)cccc1NC(=O)CCc1nc(C2=CCN(C)CC2)no1,-16,-8,-39,-5,-11,-12,-11,-9
COc1ccccc1-c1nc2ccccc2n1C1CCN(Cc2cccc(O)c2)CC1,-3,4,1,2,8,12,0,3
C/C=C1/CN2[C@H]3C[C@@]45c6ccccc6N[C@@H]4[C@@H]2C[C@H]1C3(C(=O)OC)[C@@H]5O (stereo not given in full),-23,-11,-98,-4,6,-14,-21,-9
Cc1ccc2cc3c(nc2c1C)OCCNC3,-5,1,-6,2,6,-2,-3,1
O=c1c2ccccc2nc(N2CCCC2)n1-c1ccc(Cl)cc1,0,1,-14,8,-16,-7,0,-3
Cc1ccc(CN2CC[C@@H]3[C@@H](CO[C@H]3CNc3ncccn3)C2)o1,-14,-8,-66,-3,-135,-31,-22,-7
CC(C)c1ccccc1OCC(=O)Nc1ccc(Cl)cc1C(=O)c1ccccc1,11,6,17,6,23,14,14,10
C/C=C1/CN2CC[C@]34C(=C(C(=O)OC)[C@H]1C[C@H]23)Nc1c(O)cccc14,-37,-4,-99,-4,86*,37*,-35,-1
Cn1c(=O)[nH]c2nncnc2c1=O,-12,18,-15,9,34*,73*,1,-13
CCOC(=O)[C@@H]1[C@@H](c2ccccc2)CN2CCN(C(=O)c3cc(C)on3)C[C@H]12,-138,-57,i,-7,-121,-126,-122,-70
CCCC1Cc2cc3c(c(O)c2C(=O)O1)-c1c(c(OC)c2oc4c(O[C@H]5C[C@H](O)[C@H](O[C@H]6C[C@H](O)[C@H](O[C@H]7C[C@H](OC)[C@H](O)C(C)O7)C(C)O6)C(C)O5)ccc(O)c4c(=O)c2c1O)[C@H](O)[C@@H]3O (stereo not given in full),1,-8,-60,-8,-41,37*,1,0
CO[C@H]1[C@H](C)[C@@H]([C@H]2CC[C@H]([C@@H]3CC[C@H]([C@@]4(C)O[C@]5(O[C@H](C[C@@H]6O[C@](O)([C@@H](C)C(=O)O)[C@@H](C)[C@H](O[C@@H]7CC[C@H](OC)[C@@H](C)O7)[C@@]6(C)OC)C[C@@H](OC)[C@H]5C)[C@H](C)[C@H]4OC)O3)O2)O[C@](C)(O)[C@@H]1C,12,4,26,9,4,8,7,2
c1cnc(NC[C@H]2OC[C@@H]3CCN(Cc4ccoc4)C[C@@H]32)nc1,18,0,19,4,-75,4,11,1
O=C(NC1CCCC1)C1=NOC2(CCCNC2)C1 (stereo not given),3,0,-1,1,2,-50,-9,3
COC12c3c(C)cc(O)c4c(=O)occ(c34)C(=O)C1C13COC(=O)c4c(O)cc(C)c(c41)C(=O)C2C3OC(C)=O (stereo not given),-163,-33,i,-13,-181,-217,-98,-14
CNC(=O)NC(=O)COC(=O)c1c(C)n(C2CC2)c2ccc(OC)cc12,1,0,-8,-4,13,10,9,-1
O=C(NC[C@H]1C[C@@H]2CCN1C[C@@H]2CN1CCN(c2ccccc2)CC1)Nc1ccccc1,-1,-4,1,-3,-26,-7,-7,-3
COC1=C2C[C@H](C)C[C@@H](OC)[C@H](O)[C@H](C)/C=C(\C)[C@@H](OC(N)=O)[C@@H](OC)CC/C=C(\C)C(=O)NC(=CC1=O)C2=O,-18,-3,-59,-8,-15,-14,-28,-8
COc1cccc(C(=O)CCN2CC=C(c3ccccc3)CC2)c1,12,4,13,3,-4,1,5,3
CC1CC(C)C(=O)C(C(O)CC2CC(=O)NC(=O)C2)C1 (stereo not given),-6,-1,0,4,2,-16,-15,4
O=C(CN1CCN(CCO)CC1)Nc1ccc(Cl)cc1C(=O)c1ccccc1,0,-1,1,-3,12,2,4,-140

# Four entries from above, set out differently:
CCOC(=O)[C@@H]1[C@@H](c2ccccc2)CN2CCN(C(=O)c3cc(C)on3)C[C@H]12
  OTUD3 inh: -138 | UCHL1 inh: -57 | USP30 inh: i | USP10 block: -7 | USP8 inh: -121 | USP17 inh: -126 | USP28 inh: -122 | USP7 inh: -70

CCCC1Cc2cc3c(c(O)c2C(=O)O1)-c1c(c(OC)c2oc4c(O[C@H]5C[C@H](O)[C@H](O[C@H]6C[C@H](O)[C@H](O[C@H]7C[C@H](OC)[C@H](O)C(C)O7)C(C)O6)C(C)O5)ccc(O)c4c(=O)c2c1O)[C@H](O)[C@@H]3O (stereo not given in full)
  OTUD3 inh: 1 | UCHL1 inh: -8 | USP30 inh: -60 | USP10 block: -8 | USP8 inh: -41 | USP17 inh: 37* | USP28 inh: 1 | USP7 inh: 0

CO[C@H]1[C@H](C)[C@@H]([C@H]2CC[C@H]([C@@H]3CC[C@H]([C@@]4(C)O[C@]5(O[C@H](C[C@@H]6O[C@](O)([C@@H](C)C(=O)O)[C@@H](C)[C@H](O[C@@H]7CC[C@H](OC)[C@@H](C)O7)[C@@]6(C)OC)C[C@@H](OC)[C@H]5C)[C@H](C)[C@H]4OC)O3)O2)O[C@](C)(O)[C@@H]1C
  OTUD3 inh: 12 | UCHL1 inh: 4 | USP30 inh: 26 | USP10 block: 9 | USP8 inh: 4 | USP17 inh: 8 | USP28 inh: 7 | USP7 inh: 2

c1cnc(NC[C@H]2OC[C@@H]3CCN(Cc4ccoc4)C[C@@H]32)nc1
  OTUD3 inh: 18 | UCHL1 inh: 0 | USP30 inh: 19 | USP10 block: 4 | USP8 inh: -75 | USP17 inh: 4 | USP28 inh: 11 | USP7 inh: 1

# (continued)
SMILES,OTUD3 inh,UCHL1 inh,USP30 inh,USP10 block,USP8 inh,USP17 inh,USP28 inh,USP7 inh
c1cnc(NC[C@H]2OC[C@H]3CN(Cc4cccnc4)CC[C@H]32)nc1,-4,-4,-13,-4,-51,x,-9,0
Cc1nccn1Cc1ccc(Cl)nc1,12,-1,12,-4,-3,4,6,2
CCOc1ccc(C2SCC(=O)Nc3c2c(=O)[nH]n3C2CCCCCC2)cc1 (stereo not given),-11,-7,-1,3,15,3,-9,1
Cc1nn(Cc2ccccc2)c(C)c1C(=O)NCc1ccccc1,20,2,28,3,19,12,14,0
N#Cc1ccc(COC(=O)C(O)(c2ccccc2)c2ccccc2)cc1,11,6,10,6,5,17,20,-106
COc1cc(C2SCC(=O)Nc3c2c(-c2ccccc2)nn3-c2ccccc2)cc(OC)c1OC (stereo not given),15,9,-1,0,-11,7,77*,10
CCCCC(CC)COC(=O)c1ccccc1C(=O)OCC(CC)CCCC (stereo not given),15,4,29,5,-2,12,7,5
O=C(NCc1ccccn1)c1cc2cccnc2n(Cc2ccccc2)c1=O,-50,-14,-178,-5,-35,-62,-49,-50
COc1ccc2c3c4n(c2c1)[C@@H](C=C(C)C)OOC(C)(C)C[C@@H]4N1C(=O)[C@@H]2CCCN2C(=O)[C@]1(O)[C@H]3O,0,6,5,0,2,22,3,2

# 3 entries from above in another layout.
> CCOc1ccc(C2SCC(=O)Nc3c2c(=O)[nH]n3C2CCCCCC2)cc1 (stereo not given)
  OTUD3 inh = -11; UCHL1 inh = -7; USP30 inh = -1; USP10 block = 3; USP8 inh = 15; USP17 inh = 3; USP28 inh = -9; USP7 inh = 1

> Cc1nccn1Cc1ccc(Cl)nc1
  OTUD3 inh = 12; UCHL1 inh = -1; USP30 inh = 12; USP10 block = -4; USP8 inh = -3; USP17 inh = 4; USP28 inh = 6; USP7 inh = 2

> COc1cc(C2SCC(=O)Nc3c2c(-c2ccccc2)nn3-c2ccccc2)cc(OC)c1OC (stereo not given)
  OTUD3 inh = 15; UCHL1 inh = 9; USP30 inh = -1; USP10 block = 0; USP8 inh = -11; USP17 inh = 7; USP28 inh = 77*; USP7 inh = 10

# An excerpt, so the mix of outcomes need not match the whole.
